# Screening data: PubChem, The Scripps Research Institute Molecular Screening Center
# TTR transcr act – TTR transcription activators in neuroblastoma reporter cells, primary screen, cell-based, luminescence, SH-SY5Y, TTR promoter Gaussia luciferase | 100% = recombinant luciferase protein wells | activation, % at 16.7 µM | hit rate 1.3% among 92,000;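 active means activation above the mean of all tested compounds plus 3 SD, cut at about 9.5% in these data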;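 further: cells exposed to compounds for one day before reading; 0% = median of all test compound wells on the plate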
# * = called active by the depositor. The list is partial; count on the stated rates, not on these rows.
SMILES | TTR transcr act
CC(C)(C)C(=O)Cn1c(=O)n(CC2CCCO2)c(=O)c2ccccc21 (stereo not drawn) | 4.6
O=C(O)c1ccc(N=c2oc3cc(O)ccc3cc2C(=O)NCc2ccccc2)cc1 | -1.4
O=C(N/N=C/c1ccc(Br)o1)c1cncc(Br)c1 | 2.3
CN(C)Cc1c(O)ccc2[nH]cnc12 | 2.3
O=C(N/N=C1\CC2CC=CC12)c1ccc(Br)cc1 (stereo not drawn) | 0.7
COc1cc(/C=N/O)cc(Br)c1OCc1cccc(Cl)c1 | -0.1
CCc1[nH]nc2c1C1(CCN(C(=O)OCc3ccccc3)CC1)C(C#N)=C(N)O2 | -0.3
Cc1ccc(C)c(N(CC(=O)NC2CCCC2)C(=O)c2cc3cc4cccc(C)c4nc3s2)c1 | 1.8
CC[C@]1(c2ccccc2OC)ON(c2ccccc2C(F)(F)F)C1=O | -1.8
Cc1ccccc1NC1=C(Cl)C(=O)N(C2CCCCC2)C1=O | -1.4
Cc1cccc(/C=N/n2c(-c3ccccc3)n[nH]c2=S)c1O | -1.1
Cc1cc(C)n(-c2cc(C(C)(C)C)nc3c(-c4ccc(Cl)cc4)cnn23)n1 | 9.3
CC(C)(C)NC(=O)CSc1nnc(NC(=O)CCn2cnc3ccccc3c2=O)s1 | 2.9
Cc1c(C#N)c2ccccc2n1CC(=O)NCCc1c[nH]c2ccccc12 | 0.1
CCOc1ccc(NC(=O)C[n+]2ccc(N(C)C)cc2)cc1 | 1.9
CCc1ccc(Nc2n[n+](-c3ccccc3)c(-c3ccc(N(CC)CC)cc3)s2)cc1 | -7.6
O=C(NNS(=O)(=O)c1cc(Cl)c(Cl)cc1Cl)c1cccnc1 | 1.4
Oc1cccc(/C=C/c2ccc3cccc(O)c3n2)c1 | -3.0
O=C(O)CCC(=O)Nc1ccc(-n2ccc(C(F)(F)F)n2)cc1 | -0.5
CC(C(=O)Nc1cccnc1)c1ccc([N+](=O)[O-])cc1 (stereo not drawn) | 2.2
CC1(C)CC(=O)c2c(S(C)(=O)=O)sc(Br)c2C1 | -0.5
Cc1ccc(-c2nc3c(Cl)cc(C(F)(F)F)cn3c2Cc2ccccc2)cc1 | -1.3
CSCCOC(=O)COc1ccc(/C=N/NC(=O)c2c(Cl)cnn2C)cc1 | 5.7
COCCN(C(=O)CC1C(=O)NCCN1CC(c1ccccc1)c1ccccc1)C(C)C (stereo not drawn) | -0.4
COc1ccc(NC(=O)N2CCNC(=O)C2CC(=O)Nc2ccc(F)cc2)cc1 (stereo not drawn) | -1.5
C=CCOC(=O)c1cc(-c2ccc(/C=C3\C(=O)NC(=O)C(C#N)=C3C)o2)ccc1Cl | 0.5
CCOc1ccccc1Nc1cc(C)nc2ccc(C)cc12 | -0.6
Nc1nc(=S)n(-c2ccccc2)[nH]1 | 0.7
CCOC(=O)N1CCN(C(=O)CN(c2ccc(C)c(C)c2)S(=O)(=O)c2ccccc2)CC1 | 0.3
Cc1oc2c(CN3CCCCC3)c(O)ccc2c(=O)c1-c1ccc(Br)cc1 | 2.1
O=C(CNCC1CCCO1)NCc1ccco1 (stereo not drawn) | -0.3
O=C1OC(Cc2ccncc2)C(O)=C1C1=NCCCN1 (stereo not drawn) | -0.5
O=C(c1c(O)cc(O)cc1O)C1c2c(cc(O)c3c2O[C@H](c2ccc(O)cc2)[C@@H](O)C3)OC1c1ccc(O)cc1 (stereo partly drawn) | -4.2
Cc1ccc(C)c(C(=O)N(Cc2nc(-c3ccc(Cl)cc3)no2)C(C)C)c1 | -1.8
O=C(COC(=O)c1cc(=O)[nH]c2ccccc12)c1ccc(Br)cc1 | 0.1
COc1ccc(S(N)(=O)=O)cc1C(=O)NCCCN1CCN(c2ccc(C)cc2)CC1 | -1.0
Cc1nn(C)c(C)c1CN(C)C(=O)c1cc2n(n1)C(C(F)(F)F)CC(c1cccs1)N2 (stereo not drawn) | -4.7
O=S1(=O)[C@H]2C[C@@H]3CC[C@]2(CN1Cc1cccc(F)c1)O3 | 0.5
Cc1ccc(NC(=O)COC(=O)c2ccccc2-c2nc3ccccc3s2)c(C)c1 | 0.5
CCCCCC(=O)Nc1cccc(C2=NOC3(C2)C[C@H](C(N)=O)N(C(=O)[C@H]2CCC(=O)N2)C3)c1 (stereo partly drawn) | 4.8
CCOC(=O)c1sc(NC(=O)C(C)(C)C)cc1C | -1.1
COc1ccc(OC)c(N(CC(=O)N2CCC(C)CC2)S(=O)(=O)c2ccc(OC)c(OC)c2)c1 | -2.0
COc1ccccc1N1CCN(S(=O)(=O)c2ccc3c(c2)oc(=O)n3C)CC1 | 1.0
O=C(NNC(=O)c1sc2cccc(Cl)c2c1Cl)NC1CCCCC1 | 0.2
CCOC(=O)c1c(C)n(C)c2ccc(OCC(O)CNC(CC)CO)cc12 (stereo not drawn) | 13.8*

# Looked up by compound from above:
SMILES | TTR transcr act
O=C(NNC(=O)c1sc2cccc(Cl)c2c1Cl)NC1CCCCC1 | 0.2
CCOC(=O)c1c(C)n(C)c2ccc(OCC(O)CNC(CC)CO)cc12 (stereo not drawn) | 13.8*
CCOC(=O)c1sc(NC(=O)C(C)(C)C)cc1C | -1.1
O=C(CNCC1CCCO1)NCc1ccco1 (stereo not drawn) | -0.3

# The results go on.
SMILES | TTR transcr act
CC(C)c1ccc(OCC(=O)Nc2cccc(C(=O)Nc3ccccc3C(=O)O)c2)cc1 | 2.3
Cn1c(=O)c2c(nc(NC(Cc3ccccc3)C(=O)O)n2Cc2ccccc2)n(C)c1=O (stereo not drawn) | -3.4
CCOC(=O)/C=c1\s/c(=C\c2ccc(C#N)cc2)c(=O)n1CC(=O)NCc1ccco1 | -1.5
CSc1nnc(-c2ccco2)c(-c2ccco2)n1 | 9.2
Cc1ccc(C(=O)Nc2ccon2)cc1S(=O)(=O)N1CCCCCC1 | -0.1
Cc1cc(C)cc(NC(=O)COC(=O)c2cccc(S(=O)(=O)N3CCCCC3)c2)c1 | -1.9
COc1ccc(Cl)cc1NC(=S)N1CCCCCC1 | 1.4
Cc1ccccc1S(=O)(=O)c1cc(C#N)c(=O)[nH]c1N | -0.9
COc1ccc(S(=O)(=O)Nc2ccc(S(=O)(=O)N3CCCCC3)cc2)cc1OC | -1.7
CCOc1ccc(C(=O)Nc2c3c(nn2C(C)(C)C)CSC3)cc1OCC | 2.2
CCOc1ccc(NC(=O)CSc2nnc(C3CC3)n2C2CC2)cc1 | 1.0
CCC(=O)N1CCC(c2ccc(OC)cc2)=N1 | 6.9
CC(C)(C)c1cc(-c2n[nH]c(=S)n2-c2ccc(Cl)cc2)n[nH]1 | -0.5
O=C(CCN1C(=O)/C(=C/c2ccc(F)cc2)SC1=S)Nc1cccnc1 | -0.9
O=C(CSc1ncnc2scc(-c3ccccc3)c12)N1CCN(c2ccccc2F)CC1 | 0.9
CCC1NC(=O)c2cc3ccccc3cc2-n2c1nc1cc(OC)c(OC)cc1c2=O (stereo not drawn) | -1.2
CC(=O)c1cc(-c2ccc(F)cc2)n(CCC(=O)NC(C)(C)C)c1C | -1.4
COc1ccc(Cl)cc1C(=O)OCC(=O)NC1CCCC(C)C1C (stereo not drawn) | 0.7
CCOC(=O)[C@]12CCC=C1N(Cc1ccccc1)C(=O)[C@H](CC(=O)NCc1ccccc1)C2 | -0.5
CN(C(=O)Nc1ccc(Cl)cc1Cl)C1CCCC1 | 0.6
Nc1nc(SCC(=O)Nc2ccc([N+](=O)[O-])cc2)[nH]c(=O)c1NC(=O)c1ccc(Br)cc1 | 0.3
Cc1cc(NS(=O)(=O)c2c(C(=O)N3CCOCC3)c(C)n(C)c2C)ccc1Br | 5.6
CC(C)C[C@@H](CNCC(=O)[C@H](CC(C)C)NC(=O)c1[nH]cnc1C(=O)N[C@H](CN)CC(C)C)NC(=O)c1nc[nH]c1C(=O)N[C@@H](CC(=O)O)C(=O)O | -1.0
C[C@H](CO)N1C[C@H](C)[C@@H](CN(C)C(=O)Nc2ccc(C(F)(F)F)cc2)Oc2ccc(NS(=O)(=O)c3cccs3)cc2C1=O | 0.5
CCOc1cc2[nH]c(=O)n(CCC(=O)NCc3ccc(OC)cc3)c(=O)c2cc1OCC | 8.7
CCN(CC)C(=O)C1CCCN(c2ccc([N+](=O)[O-])cc2)C1 (stereo not drawn) | -1.2
COc1ccc(-n2cnc3c(cnn3CCC#N)c2=N)cc1 | -6.6
CCSc1nnc(-c2sc3nnc(-c4ccccc4)c(-c4ccccc4)c3c2N)o1 | 1.7
CN(CC(=O)NC1CCCC1)S(=O)(=O)c1cccc(Cl)c1 | -0.9
CCCN[C@@H]1C(=O)N2C(C(=O)OCCC)=C(C)CS[C@H]12 | 1.3
O=C(OCC(=O)N1CCc2ccccc21)c1ccccc1F | 2.8
O=C(CNC(=O)c1[nH]cnc1C(=O)N[C@@H](Cc1ccccc1)C(=O)OCc1ccccc1)OCc1ccccc1 | 5.0
C(=N\NC1=NCCN1)/c1ccncc1 | 1.4
CC1CCN(C(=O)c2ccc(S(=O)(=O)Cc3cccc(F)c3)c([N+](=O)[O-])c2)CC1 | -1.3
CCCCCc1c(-c2ccc(OC)c(OC)c2)ncn1CCc1ccccc1OC | -3.7
CC(C)OC(=O)CC1C(=O)NCCN1C(=S)NC(=O)c1ccccc1Cl (stereo not drawn) | -0.9
O=[N+]([O-])c1cnc(Nc2ccccc2)nc1Nc1ccccc1 | -1.0
CC(C)Oc1ccc(/C=C(\NC(=O)/C=C/c2ccco2)C(=O)NCCc2nc3ccccc3[nH]2)cc1 | -2.3
COc1cc(NC(=S)NCCCN2CCOCC2)c(OC)cc1NC(=O)c1ccco1 | -0.9
CCCN1C2CCCC1CC(NC(=S)Nc1cccc(C)c1C)C2 (stereo not drawn) | 6.7
O=C(NC1CCCC1)C1CCC(=O)N1CCc1ccccc1 (stereo not drawn) | 2.7
COc1ccc(NC(=O)CSc2nc3c(c(=O)n2-c2ccc(F)cc2)SCC3)cc1 | -1.5
Cc1ccccc1N=Cc1cc2c(cc1[N+](=O)[O-])OCO2 | 0.2
O=C(CCSCc1ccccc1Cl)NCc1cccs1 | 1.5
C=CCn1c(=O)c2ccccc2n2c(SCC(=O)Nc3sc(C(=O)N(CC)CC)c(C)c3C(=O)OCC)nnc12 | 1.4
Fc1cccc(NC(=S)NCc2ccc(Cl)cc2)c1 | -1.8
O=C(NNS(=O)(=O)c1ccc(Br)cc1)c1csnn1 | -0.7
COc1cccc(C(=O)Nc2nnc(-c3ccc(F)cc3)o2)c1 | 0.8
O=C(O)c1ccccc1-c1ccc(C=c2sc3nc4cc(Br)cnc4n3c2=O)o1 | -0.1
COc1ccc(N2C(=O)CSC2c2cccc(OC)c2OC)cc1 (stereo not drawn) | -1.5
O=C(NC1CCC(O)CC1)c1cc(-c2ccc(Cl)cc2)nc2ccccc12 (stereo not drawn) | -0.7
CCOc1ccc(CCN2C(=O)C(=O)N([C@@H](Cc3ccc(O)cc3)CN3CCC[C@H]3CN3C(=O)C(=O)NC[C@@H]3CC(C)C)C[C@@H]2Cc2ccccc2)cc1 | 2.4
COc1cc(NC(=O)CSc2cc(C)c3cc(C)cc(C)c3n2)c(C(=O)O)cc1OC | -0.7
CC(/C=C/c1ccco1)=N/NC(=O)C1COc2ccccc2O1 (stereo not drawn) | 1.3
CCN1CCN(c2ccc([N+](=O)[O-])cc2S(=O)(=O)N2CCOCC2)CC1 | 0.1
CC(=O)NNC(=S)NCCc1ccccc1 | -1.4
CCCCCCC(=O)Nc1nc(C)c(-c2csc(Nc3cc(Cl)ccc3C)n2)s1 | 0.4
O=C(NCC1CCCO1)/C(=C\c1ccco1)NC(=O)c1ccc(Cl)cc1 (stereo not drawn) | 3.7
O=C(CNC(=O)c1ccc(Cl)cc1)NNC(=O)c1ccc(Br)cc1 | 2.6
CCNC(=O)CCS(=O)(=O)c1ccc2ccccc2c1 | 2.4

# Going on with the list.
SMILES | TTR transcr act
COc1cccc(/C=N/NC(=O)c2nnn(-c3nonc3N)c2CN(C)C2CCCCC2)c1 | 0.0
CCC(=O)c1ccc(OCC(=O)Nc2nn3cnnc3s2)cc1 | 3.5
O=[N+]([O-])c1cc(S(=O)(=O)N2CCOCC2)ccc1OCc1cccc(Cl)c1 | 1.0
CC1CCCC(NC(=O)c2ccncc2)C1C (stereo not drawn) | 0.1
CC(=O)c1ccc(Cc2ccccc2)cc1 | 5.2
C[C@H](CO)N1C[C@H](C)[C@@H](CN(C)C(=O)Nc2ccc3c(c2)OCO3)Oc2ccc(NC(=O)CCN3CCOCC3)cc2C1=O | 4.5
CCOC(=O)CC1C(=O)NCCN1S(=O)(=O)c1ccc(F)cc1 (stereo not drawn) | 0.8
COc1ccc(CC(=O)NNC(=O)c2c(-c3ccccc3Cl)noc2C)cc1OC | 4.1
Cc1ccc(-n2ncc3c(=O)[nH]c(SC(C)C)nc32)cc1 | 1.6
CCCC(=O)c1ccc(N2CCN(S(=O)(=O)c3ccc(C)cc3)CC2)c(F)c1 | -1.0
CCOC(=O)CN(C(=O)COc1nc(-c2ccccc2)cc(C)c1C#N)c1cccc(OC)c1 | -4.9
COc1ccc2nc3oc(C(=O)NC4CCN(Cc5ccccc5)CC4)cc3cc2c1 | 1.3
COc1ccc(/C=C2\N=C(C)N(c3ccc4ccccc4c3)C2=O)cc1OC | -1.3
Cc1cc(OCCCCN2C(=O)NC(C)(C)C2=O)ccc1[N+](=O)[O-] | -0.6
CCC1(C)N([O-])C(C)=C(c2ccccc2)[N+]1=O (stereo not drawn) | -2.5

# Gathered by group, the entries above containing a CF3 group (5)
SMILES | TTR transcr act
CC[C@]1(c2ccccc2OC)ON(c2ccccc2C(F)(F)F)C1=O | -1.8
O=C(O)CCC(=O)Nc1ccc(-n2ccc(C(F)(F)F)n2)cc1 | -0.5
Cc1ccc(-c2nc3c(Cl)cc(C(F)(F)F)cn3c2Cc2ccccc2)cc1 | -1.3
Cc1nn(C)c(C)c1CN(C)C(=O)c1cc2n(n1)C(C(F)(F)F)CC(c1cccs1)N2 (stereo not drawn) | -4.7
C[C@H](CO)N1C[C@H](C)[C@@H](CN(C)C(=O)Nc2ccc(C(F)(F)F)cc2)Oc2ccc(NS(=O)(=O)c3cccs3)cc2C1=O | 0.5
